# High-throughput results: PubChem BioAssay, National Center for Advancing Translational Sciences (NCATS)
# AMA1 RON2 block – qHTS for Inhibitors of AMA1-RON; Towards Development of Antimalarial Drug Lead: Primary Screen. AlphaScreen AMA1-biotinylated RON2 peptide binding. AID 720542, 2013. 360,000 compounds, 0.2% hits. Potency, µM (titrated, usually from 58.2 µM), for the others: at the highest dose activity change, negative = inhibition, actives largely listed as inhibitors;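 also: potency is read from the fitted curve at half-maximal effect; 0% = vehicle wells and -100% = peptide control; nearly all actives have a fitted effect of over 45% in size; some results filed as inactive show a strong effect at the top dose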
#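 AMA1 (3D7) with his tag at 25 nM final met compounds first, then biotinylated RON2 peptide at 25 nM; detection used donor plus acceptor beads, 10 µg/mL apiece, read by AlphaScreen after 30 min at room temperature.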
# Shiga toxin inh – A qHTS for Small Molecule Inhibitors of Shiga Toxin | AID 2315, 2010 | 290,000 compounds, 9.2% hits | inhibition, % at 38.7 µM | Vero cells, Shiga toxin protein synthesis inhibition reporter; in the data active = inhibition mostly above about 28%, no sharp cut-off; inactive = mostly below about 43%; also: 0% is about no effect
# AmpC inh no detg – qHTS Inhibitors of AmpC Beta-Lactamase (assay without detergent); Potency, µM (top dose mostly 57.1 µM), for inactives: at the top dose activity change, negative = inhibition, usual class: inhibitors; 330,000 compounds, 0.52% hits; AmpC nitrocefin hydrolysis, absorbance 480 nm, 0.0001% Triton; AID 485341, 2010; P00811;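 also: potency is read from the fitted curve at half-maximal effect; plate controls were no compound for no effect and no enzyme for full effect; nearly all actives have a fitted effect of over 20% in size; some results filed as inactive show a strong effect at the top dose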
# Target sequence (P00811 whole entry, looked up): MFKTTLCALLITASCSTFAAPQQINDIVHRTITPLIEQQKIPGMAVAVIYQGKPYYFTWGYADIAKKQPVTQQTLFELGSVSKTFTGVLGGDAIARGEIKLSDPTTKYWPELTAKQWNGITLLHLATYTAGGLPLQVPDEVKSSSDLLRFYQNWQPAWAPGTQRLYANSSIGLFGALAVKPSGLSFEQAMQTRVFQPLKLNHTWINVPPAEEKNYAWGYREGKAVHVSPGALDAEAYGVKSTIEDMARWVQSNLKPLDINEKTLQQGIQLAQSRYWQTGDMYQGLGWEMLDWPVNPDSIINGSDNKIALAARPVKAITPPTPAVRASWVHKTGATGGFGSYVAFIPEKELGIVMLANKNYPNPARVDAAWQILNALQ
#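 AmpC (5.3 nM in the dispensed reagent) in 20 mM phosphate pH 7.0 with 0.01% (detergent screen) or 0.0001% Triton X-100 was preincubated with compounds for 15 min at room temperature. Nitrocefin was then added from an 800 uM solution, and hydrolysis was followed at 480 nm.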
# FBPA Giardia inh – qHTS Assay for Inhibitors of Fructose-1,6-bisphosphate Aldolase from Giardia Lamblia; Potency, µM (series often up to 59.6 µM), without a hit: top-dose activity, negative = inhibition, most hits filed as inhibitors; 290,000 compounds, 0.71% hits; A8B2U2; purified Giardia FBPA; also: potency is read from the fitted curve at half-maximal effect; % is scaled to controls: 0 for no effect and ±100 for the full control effect; nearly all actives have a fitted effect of over 55% in size
# Target sequence (A8B2U2 whole entry, looked up): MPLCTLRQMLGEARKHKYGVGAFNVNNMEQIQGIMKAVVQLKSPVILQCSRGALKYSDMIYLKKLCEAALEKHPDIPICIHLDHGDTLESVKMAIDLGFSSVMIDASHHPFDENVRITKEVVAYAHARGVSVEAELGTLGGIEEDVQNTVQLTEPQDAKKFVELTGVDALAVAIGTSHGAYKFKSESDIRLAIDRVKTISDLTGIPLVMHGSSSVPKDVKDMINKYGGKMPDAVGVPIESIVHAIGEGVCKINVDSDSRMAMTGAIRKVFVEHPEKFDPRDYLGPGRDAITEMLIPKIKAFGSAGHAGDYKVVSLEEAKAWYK
#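 Giardia FBPA (40 nM reagent) was preincubated 10 min at RT with compound (up to 57.5 uM final), then substrate plus GAPDH/TPI/NAD/arsenate coupling system with diaphorase/resazurin was added; resorufin fluorescence (525/598 nm) was read after 20 min.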
# CHX counter – Cycloheximide Counterscreen for Small Molecule Inhibitors of Shiga Toxin | cell reporter, cycloheximide protein synthesis inhibition counterscreen | max response, % | 300,000 compounds, 12% hits | AID 2314, 2010; in the data active = max response mostly above about 13%, no sharp cut-off; inactive = mostly below about 14%; also: read at 38.3 µM for the half of the compounds with a filed dose; 0% is about no effect
# AmpC detergent – qHTS Inhibitors of AmpC Beta-Lactamase (assay with detergent); AID 485294, 2010; AmpC hydrolysis of nitrocefin, absorbance 480 nm, 0.01% Triton; 370,000 compounds, 0.041% hits; Potency, µM (titrated, usually from 114 µM), for inactives: top-dose activity change, negative = inhibition, hits mostly inhibitors; P00811;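 also: potency is read from the fitted curve at half-maximal effect; 0% = no-compound wells and -100% = no-enzyme wells; nearly all actives have a fitted effect of over 25% in size; some results filed as inactive show a strong effect at the top dose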
#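 20 mM phosphate pH 7.0 + 0.01% (detergent screen) or 0.0001% Triton X-100; 5.3 nM AmpC reagent; cpd preinc 15 min RT; nitrocefin (800 uM stock) to start; A480 q20 s × 4 min; Activity was normalised to no-enzyme and no-compound control wells.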
# HCMV inh – qHTS Assay for inhibitors of the human cytomegalovirus (HCMV); 410,000 compounds, 4.5% hits; HFF cells, HCMV-luciferase reporter, 72 h; stronger effect = lower value; activity change, negative = inhibition, % at 57.5 µM; AID 1259415, 2018; in the data active = activity change below about -60%; inconclusive = no clear call, values can overlap the other calls; inactive = above about -39%; also: % is scaled to controls: 0 for no effect and ±100 for the full control effect
#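 After 16 h attachment at 37C, HFF cells received test compound and HCMV-luciferase (1 PFU/cell); reporter luminescence read 72 h later, data normalized against buffer-only and known inhibitor Salinomycin.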
# * hit, by the source's call; ? = inconclusive; . = not tested or not shown; & = joins results of further samples; [ ] = remark or other dose. Unless noted, calls follow the shape of the dose curve; as a rule, active = well fitted curve in the direction sought with a large enough effect; inconclusive = small, poorly fitted or top-dose-only effect, or another doubt; inactive = no such curve, though single readings can be large; an effect the other way counts as inactive or inconclusive.
# Start of the data: the first five entries, to show the layout:
SMILES,AMA1 RON2 block,Shiga toxin inh,AmpC inh no detg,FBPA Giardia inh,CHX counter,AmpC detergent,HCMV inh
Cc1ccc(C(=O)Nc2ccccc2C(=O)Nc2ccccn2)cc1Cl,-10%,-2,-10%,-3%,7,?,21
Cn1ncn2c(=O)c3c(nc12)-c1ccccc1CC31CCCC1,11%,-8,-2%,1%,1,0%,-40
Cc1cc(Br)cc(Br)c1OCC(=O)NNC(=O)CCC(=O)NCc1ccccc1,86%[activator],8,-18%,.,-2,-11%,-29
O=C(CSc1n[nH]c(-c2ccccc2O)n1)N1CCCc2ccccc21,72%[activator],-6,-40%,0%,-4,-5%,27
Cc1ccc(CNC(=O)c2ccc(-n3cccc3)cc2)cc1,0%,7,-56%,5%,9,-3%,-16

# The list itself, repeating the preview:
SMILES,AMA1 RON2 block,Shiga toxin inh,AmpC inh no detg,FBPA Giardia inh,CHX counter,AmpC detergent,HCMV inh
Cc1ccc(C(=O)Nc2ccccc2C(=O)Nc2ccccn2)cc1Cl,-10%,-2,-10%,-3%,7,?,21
Cn1ncn2c(=O)c3c(nc12)-c1ccccc1CC31CCCC1,11%,-8,-2%,1%,1,0%,-40
Cc1cc(Br)cc(Br)c1OCC(=O)NNC(=O)CCC(=O)NCc1ccccc1,86%[activator],8,-18%,.,-2,-11%,-29
O=C(CSc1n[nH]c(-c2ccccc2O)n1)N1CCCc2ccccc21,72%[activator],-6,-40%,0%,-4,-5%,27
Cc1ccc(CNC(=O)c2ccc(-n3cccc3)cc2)cc1,0%,7,-56%,5%,9,-3%,-16
C/C=C(/C)C(=O)Nc1cccc(C2=NOC3(C2)C[C@H](C(N)=O)N(C(=O)c2ccccc2)C3)c1 (stereo partly specified),2%,-11,3%,-3%,-3,-5%,16
Cc1cc2[nH]c(=O)c(=O)[nH]c2cc1S(=O)(=O)Nc1cccc(C)c1C,2%,-3,-21%,13%,0,0%,10
COc1ccc(CNC(=O)CNC(c2ccccc2)c2ccccc2)cc1OC,0%,-8,88%[activator],4%,-4,7%,0
COc1ccc(/C=N/NC(=O)CNc2n[nH]c(=O)[nH]c2=O)cc1OC,1%,-5,-4%,2%,-4,-2%,8
Cc1ccc(Cn2c(N)c(S(=O)(=O)c3cccs3)c3nc4ccccc4nc32)cc1,-5%,33,-12%,-21%,9,2%,.
COc1ccc(N2CCN(S(=O)(=O)c3ccc(OC)c(C(=O)N4CCCC4)c3)CC2)cc1,-9%,-1,108%[activator],7%,-4,-7%,-26
O=C(COC(=O)c1cnccn1)Nc1ncc(C(F)(F)F)cc1Cl,18%,.,-8%,.,.,.,5
CC1(C)Cc2c(sc3nc4n(c(=N)c23)CCCCC4)CO1,-7%,7,1%,-11%,-4,?,11
CCOC(=O)C(NCc1ccccn1)(NC(=O)c1cccnc1)C(F)(F)F (stereo unspecified),-1%,19,-16%,-1%,3,5%,18
CC1(C)CC(=O)c2cc(NC(=O)c3ccc(F)cc3)c(=O)oc2C1,17%,-4,-16%,3%,2,-14%,-33
Cc1ccccc1C(=O)NNC(=O)/C=C\C(=O)O,147%[activator],83*,-13%,-18%,38*,-11%,-21
S=C(NCCCN1CCOCC1)NC1CC1,-13%,-10,-7%[2.29 µM],-1%,-1,-3%,-21
Nc1ccc(-c2cc(-c3cccc(N)c3)nc(-c3ccccc3)n2)cc1,20%,-17,?,1%,-5,-10%,?
CSc1ncccc1C(=O)Nc1cccc(S(=O)(=O)N2CCCC2)c1,11%,.,-41%,.,.,.,2
O=C1/C(=C/c2ccc(Br)cc2)Oc2cc(O)ccc21,-5%,61*,-26%,-1%,29*,-7%,0
O=C(COc1ncnc2sccc12)Nc1cccc(S(=O)(=O)N2CCOCC2)c1,4%[11.6 µM],.,-19%,.,.,?,-3
Cc1nc2ncc(Br)cc2[nH]1,-4%[2.32 µM],2,-23%,-9%,-3,?,23
CCOc1ccc(C(=O)NCC(=O)OCCCC(=O)c2ccc(F)cc2)cc1OCC,12%,.,36%,.,.,-2%,4
COc1ccc(S(=O)(=O)NCC(=O)N(CC(=O)NCc2ccccc2)Cc2ccco2)cc1,-3%,-8,-13%,8%,-2,2%,-14
COc1ccc(-c2cc(C(=O)N(C)Cc3nc4ccccc4c(=O)[nH]3)c3ccccc3n2)cc1OC,15%,.,139%[activator],.,.,.,38
O=C(Cc1ccc(Cl)c(Cl)c1)Nc1ccc2[nH]c(=O)[nH]c2c1,14%,3,-49%,1%,-5,7%,-35
CCOC(=O)/C(=C/C=C1\Sc2cc(C)c(C)cc2N1CC)C(C)=O,1%,-19,-1%,-22%,0,10%,-69*
CC(C)(Oc1ccc(Cl)cc1)C(=O)NC1CC1,-10%,.,-5%,.,.,-5%,10
CC(C)(C)c1ccc(/C=N/NC(=S)Nc2cccnc2)cc1,.,61,?,-1%,16*,-1%,.
Cc1ccc(C2CC(=O)Nc3cc4c(cc32)OCCO4)s1 (stereo unspecified),-6%,-21,-25%,-2%,-3,-6%,0
O=C(NCc1ccco1)C(c1ccccc1F)N(Cc1cccnc1)C(=O)Cn1nnc2ccccc21 (stereo unspecified),38%[activator],-14,-23%,3%,-3,?,11
COc1ccc(NC(=O)c2ccc(Br)o2)c([N+](=O)[O-])c1,-12%,41,-4%,6%,19*,0%,?
CCOC(=O)c1ccc(NC(=O)Cn2cccc2)cc1,-7%,27,-49%,8%,25,?,-3
Cc1ccc(C(=O)NNC(=O)CSc2nnc(-c3ccncc3)n2-c2ccc(C)cc2)cc1,.,-6,0%,1%,-3,-3%,-1
CCN(C(=O)CSc1nnc(Nc2ccc(OC)cc2)s1)C1CCS(=O)(=O)C1 (stereo unspecified),8%,.,-10%,.,.,.,97
CSc1ccc(/C=C2\C(=N)N3N=C(CC(=O)N4CCOCC4)SC3=NC2=O)cc1,17%,-5,-28%,.,-2,-10%,-38
CN=C(NC)SC1CC(=O)N(c2ccccc2)C1=O (stereo unspecified),3%,26,-26%,-2%,-2,?,-3
CCC(C)N(NC(C)=O)c1nc(Cl)nc(NC(C)C)n1 (stereo unspecified),15%,-5,2%,13%,-3,0%,25
Cc1ccc(Nc2nc(COC(=O)COc3ccc(C=O)cc3)cs2)cc1,-23%,69*,-6%,-6%,25*,-4%,36
Cc1cccc(NC(=O)C2C3CCC4C(CCC32)C4(Cl)Cl)c1 (stereo unspecified),-4%,2,32µM*,0%,-3,-1%,?
Cc1c(C(=O)O)c(=S)sn1CCOc1ccccc1,-5%,1,-18%,24%,0,?,-11
Cn1nnnc1SCCNC(=O)C1CCC(=O)N(Cc2ccccc2F)C1 (stereo unspecified),-7%,-2,-3%,-5%,-2,-2%,-8
CCN1C(=NCCOC)N[C@@H](c2ccccc2)[C@H](C(=O)OC)[C@H]1C,13%,-6,-11%&-18%,-10%,5,?,-9
CCn1cc(C(=O)N[C@H](C(=O)O)C(C)C)c(=O)c2cc3c(cc21)OCO3,2%,-7,-14%,6%,-3,0%,-20
COc1ccc2nc3oc(C(=O)N4CCN(c5ccccc5F)CC4)cc3cc2c1,35%[activator],-1,-12%,3%,1,2%,44
Cc1ccc(C(=O)Nc2cc(Cl)ccc2OC(=O)c2ccc(C)cc2)cc1,.,98*,-37%,-6%,36*,?,74
CCCCOc1ncnc2c1[nH]c1ccc(F)cc12,-4%,50*,-23%,1%,34*,-6%,-94*
CC1Cc2cc(-c3csc(NC(=O)Cc4ccccc4)n3)ccc2N1S(C)(=O)=O (stereo unspecified),-7%,36,-42%,-9%,10,?,-98*
COc1ccc(CC(NC(C)=O)C(=O)NC2CCN(C(=O)C3CCCCC3)CC2)cc1OC (stereo unspecified),-3%,-5,-6%,.,-7,4%,-68*
CCNC(=O)CC1SC(=Nc2ccc(Cl)cc2)N(CC)C1=O (stereo unspecified),-3%,-14,-4%,4%,-3,-12%,6
CC(=O)Nc1ccc(C(=O)COC(=O)C2CC2)c(F)c1,-8%,.,-8%,.,.,-18%,-19
Cc1nnc(NC(=O)c2ccc3c(c2)C(=O)N(CCC(C)C)C3=O)s1,-9%,15,-18%,7%,-4,-15%,31
Cc1cc(C)cc(NC(=S)NCc2cccnc2)c1,6%,-1,-5%,-1%,-2,-9%,?
CCOc1ccccc1NC(=S)N1CCCc2ccccc21,-12%,6,-9%,-6%,14,9%,-33
Cc1c(NC(=O)C(C)OC(=O)COc2ccc(C#N)cc2)c(=O)n(-c2ccccc2)n1C (stereo unspecified),-1%,.,-13%,.,.,0%,-15
Cc1nc2c3ccccc3nc(NNC(=O)CCC(=O)NC(C)C)n2n1,23%,-5,-11%,0%,-2,0%,-4
COc1cc(C)ccc1OCc1cc(C(=O)N2CCCCCCC2)no1,0%,92*,43%,.,51*,-8%,90
O=C(COC(=O)c1ccc(O)cc1)Nc1nccs1,-11%,28,-3%,-6%,9.8*,6%,48
CC1CCCCN1Cc1c[nH]c2ccccc12 (stereo unspecified),-3%,-11,-36%,3%,-2,-1%,15
CCOC(=O)c1cc(S(=O)(=O)N(C)Cc2ccccc2)cn1C,6%,-1,-4%,.,1,2%,16

# Next part
SMILES,AMA1 RON2 block,Shiga toxin inh,AmpC inh no detg,FBPA Giardia inh,CHX counter,AmpC detergent,HCMV inh
COc1cc2nc(N(C)CCCNC(=O)C3CCCO3)nc(N)c2cc1OC (stereo unspecified),.,32,-15%,-2%&-12%,-1,-1%,.
CCCc1cc(=O)[nH]c2nnc(SCC(=O)Nc3ccc(NC(C)=O)cc3)n12,29%,.,-1%,.,.,-12%,-8
CC(C)C[C@@H](CO)N1CCN(Cc2ccccc2)CCC1=O,17%,-6,5%,0%,-2,-6%,?
COc1ccccc1NC1=C(N2CCCCC2)C(=O)c2ccccc2C1=O,?,38,-24%,?,23*,-1%,.
Cc1nc2ccc(S(=O)(=O)NCC(=O)N(C)Cc3ccccc3)cc2s1,0%,10,-7%,7%,20,-3%,?
CC1CN(C(=O)c2cc([N+](=O)[O-])cc([N+](=O)[O-])c2)CC(C)O1 (stereo unspecified),-7%,104*,0%,-2%,42*,5%,1
O=C1NC[C@H](c2ccccc2)N(CCc2cccc3ccccc23)C1=O,0%,-3,-4%,-1%,-3,2%,11
CCCCCCn1nc(C(=O)N(CC(C)C)c2c(N)n(CCCC)c(=O)[nH]c2=O)c2ccccc2c1=O,76%[activator],-14,-20%,.,-5,-9%,-13
COC(=O)c1ccc(NC(=O)CN(c2ccc(C)cc2)S(=O)(=O)c2c(C)n[nH]c2C)cc1,-12%,-7,1%,-1%,-2,2%,30
O=C(Cn1cnc2cc([N+](=O)[O-])ccc2c1=O)NCCc1ccc(F)cc1,8%,-9,-28%,-4%,5,-2%,-8
